Compound activity deposited in PubChem by National Center for Advancing Translational Sciences (NCATS).
p53ts 39C tox – kills p53ts cells at the nonpermissive temperature | H1299-p53A138V viability at 39C, ATP luminescence, 24 h | Potency, µM (top dose mostly 46.1 µM), for the others: top-dose activity change, negative = cell killing, hits mostly cytotoxic | AID 902 | actives 1.5% (n = 130,000); also: nearly all actives have a fitted effect of over 55% in size
Imprint erasure – genomic imprint erasure induction; AID 1948; mouse ES Peg3-LacZ reporter, beta-gal luminescence, 40 h; Potency, µM (top dose mostly 60.7 µM), inactives show at the top dose activity change, positive = activation, usual class: activators; actives 0.02% (n = 110,000);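 also: 0% = negative control wells on the plate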
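Each well holds 300 Peg3LacZ-Neo (maternal) female ES cells incubated 40 h at 37C, 5% CO2. LacZ is measured by BetaGlo luminescence, with AC50 and maximum efficacy derived from dose-response curves.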
IkB sig inh – suppresses IkB signaling in ABC-DLBCL reporter cells; ABC-DLBCL IkBa-CBG/CBR dual luciferase ratio, 4 h; response scale: scaled: untreated 0%, proteasome inhibitor 100%; Potency, µM (doses to about 57.1 µM), for inactives: at the top dose IkBa stabilization activation; actives 0.04% (n = 110,000); AID 445; active = well fitted curve in the direction sought with a large enough effect in the signal ratio, not every such curve was filed as active; inconclusive = small, poorly fitted or top-dose-only effect, or a change in a side signal; the % refers to the signal ratio;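 also: the direction sought is a rising ratio; 0% = basal untreated cells and 100% = reference inhibitor full response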
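In this assay, an IκBα–CBG68 fusion accumulates when IKK-driven degradation is blocked; native CBR normalizes for cell number. OCI-Ly3 cells were treated 4 h with compound and doxycycline, then green and red light read after Chroma-Glo addition.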
p53ts 32C tox – p53ts cell cytotoxicity, permissive temperature; Potency, µM (doses to about 46.1 µM), for inactives: at the highest dose activity change, negative = cytotoxicity, usual class: cytotoxic; actives 0.93% (n = 130,000); H1299-p53A138V at 32C, ATP luminescence viability, 24 h;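 also: 0% = DMSO and -100% = full killing by reference compound; nearly all actives have a fitted effect of over 55% in size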
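Viability by ATPlite luminescence after 24 h compound treatment (up to 46 uM) at the permissive 32C. Cells are H1299 carrying p53 A138V. Scale runs from DMSO basal to 100 uM tamoxifen as full kill; AC50 from Hill fits.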
* hit, by the source's call; ? = inconclusive; / = not tested or not shown; [ ] = another dose, or the depositor's remark. Unless noted, calls follow the shape of the dose curve; as a rule, active = well fitted curve in the direction sought with a large enough effect; inconclusive = small, poorly fitted or top-dose-only effect, or another doubt; inactive = no such curve, though single readings can be large; an effect the other way counts as inactive or inconclusive. Unless noted, % is scaled to controls: 0 for no effect and ±100 for the full control effect; potency is read from the fitted curve at half-maximal effect.

smiles,Imprint erasure,p53ts 32C tox,p53ts 39C tox,IkB sig inh
CCCCN(C)Cc1c(C)[nH]c2ccc(OCC)cc2c1=O,-15%,-1%,0%,-1.5%
CC1CCN(CCC(=O)Nc2ccc(Br)cc2)CC1,-15%,-3%,?,0.7%
O=C(c1ccc(Nc2nc3ccccc3n3nnnc23)cc1)N1CCN(c2cccc(C(F)(F)F)c2)CC1,-9%[10.9 µM],6%,-15%,?
O=C(Cc1cccs1)N1CCN(c2ccc(F)cc2)CC1,/,-7%,-11%,/
COc1ccc(S(=O)(=O)N2CCN(c3cccc(C)c3C)CC2)c2ccccc12,-10%[10.9 µM],-1%,-15%,0.3%
O=C(NCc1ccco1)c1cc(-c2cccnc2)nc2ccc(Cl)cc12,-6%,-1%,0%,?
O=C(CN1C(=O)c2ccccc2S1(=O)=O)Nc1ccc(S(=O)(=O)N2CCCCCC2)cc1,8%,-5%,17%,1.9%
CN(C)CCCN(C(=O)c1ccc2c(c1)OCCO2)c1nc2ccccc2s1,-7%[10.9 µM],-18%,-27%,?
Cc1ccccc1NS(=O)(=O)c1cccc(-c2nnc(-c3ccccc3)o2)c1,-20%,1%,-11%,?
CCN(CC)S(=O)(=O)c1ccc(NC(=O)CN(c2ccc(OC)cc2OC)S(C)(=O)=O)cc1,-19%,-5%,3%,1.8%
COc1cccc(CNC(=O)c2ccc3c(c2)nc2n3CCC(C)C2)c1OC (stereo unspecified),-7%[10.9 µM],-13%,-18%,-1.9%
Cc1ccccc1CSc1nc(-c2cccc(F)c2)nc2c1Cc1c(CO)cnc(C)c1O2,-13%[10.9 µM],5%,-6%,?
CCOC(=O)c1ccccc1NC(=O)Cn1c(-c2nonc2N)nc2ccccc21,-19%,-1%,-4%,7.4%
O=C(c1cccc(F)c1)N1CCC[C@@]2(CCN(C(c3ccccc3)c3ccccc3)C2)C1,/,-12%,?,0.1%[11.4 µM]
O=c1cc(CSc2nnc(-c3cccs3)n2Cc2ccccc2)nc2sc3ccccc3n12,-10%,7%,-16%,?

smiles,Imprint erasure,p53ts 32C tox,p53ts 39C tox,IkB sig inh
Cc1nc2c(-c3ccccc3)c(C)nn2c(C)c1CCC(=O)O,-11%,-5%,2%,11%
Cc1ccccc1-n1c(=O)cc(N2CCC3(CC2)OCCO3)[nH]c1=O,-8%,10%,0%,0.4%
O=C(Cn1nc(-c2ccc3c(c2)OCCO3)ccc1=O)Nc1ccc(N2CCOCC2)cc1,-1%,0%,-5%,0.2%
COc1ccc(S(=O)(=O)N2CCN(c3nc4ccccc4nc3-n3nc(C)cc3C)CC2)cc1,4%,18%,9%,3.4%
O=C(O)c1ccc(N2C(=O)CC(Cc3ccccc3)C2=O)cc1 (stereo unspecified),-11%,-13%,-3%,3.9%
Cc1ncsc1CCSc1nc2ccccc2c(=O)n1C,?,0%,3%,?
CC(C)c1ccc(NC(=O)C(c2ccccc2)N2CCN(C=O)CC2)cc1 (stereo unspecified),-14%,6%,-3%,4.5%
CS(=O)(=O)NCCOc1ccc(S(=O)(=O)N2CCCc3ccccc32)cc1,-10%,-6%,0%,2.2%
COc1cccc(C(C(=O)NC2CCCC2)N(Cc2ccco2)C(=O)c2ccco2)c1OC (stereo unspecified),/,-12%,-16%,/
Cc1ccc(-n2c(C)nnc2SCC(=O)Nc2ccccc2)cc1,/,8%,-13%,/
Cc1nn(-c2ccccc2)c(OC(=O)c2ccccc2Cl)c1S(=O)(=O)c1ccccc1,14%[10.9 µM],3%,-8%,?
Cc1ccc(Cl)cc1NC(=O)CC1NCCNC1=O (stereo unspecified),/,-3%,-2%,/
CN1c2cccc3cccc(c23)N(C)C1(C)C,-20%,2%,-2%,0.9%
Nc1nonc1-c1noc(CCCOc2ccc(Cl)cc2Cl)n1,-13%,0%,6%,-2.1%
Cc1ccc(C)c(NC(=O)CSc2nc(=O)n(Cc3ccncc3)c3c2CCC3)c1,-8%[10.9 µM],7%,6%,0.8%

smiles,Imprint erasure,p53ts 32C tox,p53ts 39C tox,IkB sig inh
O=C(Cn1c(=O)n(CCCS(=O)(=O)C2CCCCC2)c(=O)c2ccccc21)Nc1ccc(F)c(Cl)c1,-5%[10.9 µM],-5%,2%,?
Cc1cc(N)n(-c2ccccc2)n1,-33%[inhibitor],20%,4%,3.8%
CC(=O)N1CCOc2cc(S(=O)(=O)NCc3ccccc3Cl)c(Cl)cc21,-11%[10.9 µM],2%,?,2.1%
COc1cc(OC)c(C2CC(=O)N3CN(c4ccccc4)CSC3=C2C#N)cc1OC (stereo unspecified),-12%,-6%,-1%,4.2%
CC(C)CC(C(=O)NCc1ccccn1)N1C(=O)c2ccccc2C1=O (stereo unspecified),0%,5%,-1%,0.7%
CCOC(=O)OCC1OC(c2ccc(C(C)=O)cc2)C=CC1OC(=O)OCC (stereo unspecified),/,0%[9.22 µM],7%[9.22 µM],/
COc1ccccc1-c1nc(SCc2ccccn2)n[nH]1,-13%,-16%,-12%,?
CCc1ccc(C(=O)c2cn(CC(=O)Nc3cccc(C)c3C)c3nc(C)ccc3c2=O)cc1,-1%[10.9 µM],3%,-13%,?
O=C(c1ccccc1)c1cc(F)c(N2CCOCC2)cc1Cl,/,-5%,-4%,/
CN(C)c1nc(-c2cccnc2)nc2ccccc12,-7%,1%,-10%,-2.0%[11.4 µM]
CCN(CC(=O)NCCc1ccc(S(N)(=O)=O)cc1)Cc1nc2ccccc2c(=O)[nH]1,-8%,-1%,-5%,-1.1%
CCC(C)NS(=O)(=O)c1ccc(OCC(=O)Nc2ccc(F)cc2F)cc1 (stereo unspecified),/,-2%,4%,/
Cc1ccc(S(=O)(=O)NCC(c2ccco2)N2CCN(c3ccccc3F)CC2)cc1 (stereo unspecified),-8%[10.9 µM],15%,-1%,0.3%
Cc1ccc(Cl)cc1N1CCN(C(=O)c2cnc(N3CCOCC3)c3ccccc23)CC1,13%[10.9 µM],-1%,-8%,5.5%
Cc1cc(=O)oc2c(O)c(O)ccc12,-66%[inhibitor],-27%,?,/

Given with values under each structure: part of the list above
Sequence of screens – Imprint erasure | p53ts 32C tox | p53ts 39C tox | IkB sig inh
Cc1cc(N)n(-c2ccccc2)n1
→ -33%[inhibitor] | 20% | 4% | 3.8%
CC(=O)N1CCOc2cc(S(=O)(=O)NCc3ccccc3Cl)c(Cl)cc21
→ -11%[10.9 µM] | 2% | ? | 2.1%
COc1cc(OC)c(C2CC(=O)N3CN(c4ccccc4)CSC3=C2C#N)cc1OC (stereo unspecified)
→ -12% | -6% | -1% | 4.2%
CC(C)CC(C(=O)NCc1ccccn1)N1C(=O)c2ccccc2C1=O (stereo unspecified)
→ 0% | 5% | -1% | 0.7%
CCOC(=O)OCC1OC(c2ccc(C(C)=O)cc2)C=CC1OC(=O)OCC (stereo unspecified)
→ / | 0%[9.22 µM] | 7%[9.22 µM] | /
COc1ccccc1-c1nc(SCc2ccccn2)n[nH]1
→ -13% | -16% | -12% | ?

(more compounds)
smiles,Imprint erasure,p53ts 32C tox,p53ts 39C tox,IkB sig inh
O=c1[nH][nH]c(=O)c2cc([N+](=O)[O-])ccc12,-5%,-19%[1.84 µM],-4%,-1.6%
COc1ccccc1N1CCN(Cc2nnnn2CCc2ccccc2)CC1,3%,3%,6%,1.3%
OCCN1CCN(Cc2cccc(Oc3ccc(Cl)cc3)c2)CC1,-19%,6%,-8%,3.0%
Cc1ccc(N2C(=O)NC3(CCCCC3)C2=O)cc1,-6%,-25%,-14%,-3.1%
Cc1oc2c(CN(C)C)c(O)ccc2c(=O)c1-c1ccc2ccccc2n1,-10%,6%,1%,0.5%
CC(=O)NC(CC(=O)Nc1ccc(S(=O)(=O)N2CCCC2)cc1)c1ccccc1 (stereo unspecified),-6%,0%,-2%,0.5%
CCOc1ccc(CN2CCc3nc(N4CCN(c5ncccn5)CC4)ncc3C2)cc1OC,-4%[10.9 µM],-8%,-17%,1.5%
C/C(Cl)=C/Cn1c(NCCN(C)C)nc2c1c(=O)n(C)c(=O)n2C,/,3%,-7%,2.0%
CCc1ccc(-n2nc(C)c3c(C(=O)N4CCN(c5cccc(Cl)c5)CC4)cc(C)nc32)cc1,-11%[10.9 µM],6%,?,?
COc1ccc(CN[C@H](C)C(=O)O)cc1,-9%[10.9 µM],-3%[9.22 µM],2%[9.22 µM],-0.9%[11.4 µM]
Clc1ccc(-c2nnc(SCc3cn4ccsc4n3)n2CC2CCCO2)cc1 (stereo unspecified),8%,12%,-1%,0.4%
C[Si](C)(C)Cl,-4%,-5%[1.84 µM],0%,-2.4%
Cc1cccc(-c2noc(-c3cc(-c4ccc(F)cc4)n[nH]3)n2)c1,14%[10.9 µM],4%,-3%,-0.3%
CCOC(=O)c1sc(NC(=O)c2cc3nc(-c4ccccc4)cc(C(F)(F)F)n3n2)c(C(=O)OCC)c1C,6%[10.9 µM],-4%,15%,-0.5%
CCCn1c(=N)n(CC(=O)C(C)(C)C)c2ccccc21,-10%,-4%,-7%,-5.0%

smiles,Imprint erasure,p53ts 32C tox,p53ts 39C tox,IkB sig inh
NC(=O)C1CCCN(C(=O)NC2CCCCC2)C1 (stereo unspecified),-8%,1%,10%,-0.7%
Nc1ncnc2nn([C@H]3O[C@@H](CO)[C@@H](O)[C@H]3O)nc12,-9%[10.9 µM],-3%[9.22 µM],-6%[9.22 µM],0.2%[11.4 µM]
O=S(=O)(Nc1ccc2c(c1)OCCO2)c1cccc2nsnc12,-14%,-7%,15%,-2.1%
Cc1cc2cc(CN(Cc3cccs3)C(c3nnnn3C(C)(C)C)C(C)C)c3nnnn3c2cc1C (stereo unspecified),/,-14%,3%,/
CN1CCc2c(sc3c2C(=O)NC(c2ccc(OC(=O)c4ccc(C(C)(C)C)cc4)cc2)N3)C1 (stereo unspecified),-8%[10.9 µM],-12%,-13%,3.4%
Cc1ccc(Cl)cc1N1CCN(C(=O)c2cn(C)c3ccc(S(=O)(=O)N4CCC(C)CC4)cc3c2=O)CC1,12%[10.9 µM],1%,29%,?
CCOC(=O)CC1C(=O)NCCN1C(=O)COc1ccc(Br)cc1C (stereo unspecified),-6%,-10%,12%,1.0%
Fc1cccc2sc(N3CCCCC3)nc12,14%,-24%,-25%,5.6%
O=C(c1cc2ccccc2o1)N1CCN=C1SCc1cccc(F)c1,26%,-2%,-7%,-3.6%
CC(=O)c1ccccc1Oc1nc(CN2CCOCC2)nc2scc(-c3cccs3)c12,1%,4%,-8%,0.4%
Cc1sc2nc(CN(Cc3cccs3)C(=O)NC3CCCCC3)[nH]c(=O)c2c1C,-25%,23%,46%[activator],?
COc1ccc(C2C3=C(CCCC3=O)Nc3nc(C(F)(F)F)nn32)cc1OC (stereo unspecified),2%,15%,-8%,-0.1%
NC(=O)CSc1nc2c(sc3ccccc32)c(=O)n1CCCN1CCOCC1,-8%,4%,-6%,-1.8%
Cc1noc(NS(=O)(=O)c2ccc(NC(=O)c3ccc(Br)o3)cc2)c1C,-9%,-2%,-7%,0.1%
COc1ccc(NCc2cc3ccc(OC)cc3n(CC(=O)Nc3cc(Cl)ccc3C)c2=O)cc1,-8%[10.9 µM],4%,-13%,?

smiles,Imprint erasure,p53ts 32C tox,p53ts 39C tox,IkB sig inh
O=C(NC1CCCC1)c1cc(-c2cccs2)on1,-24%,?,-28%,?
COc1cccc(C(=O)Nc2c(C(=O)c3ccc(F)cc3)oc3ccccc23)c1,2%[10.9 µM],4%,28%,1.1%
Cc1ccc(S(=O)(=O)NC(=O)Nc2ncn[nH]2)cc1,3%[10.9 µM],3%[9.22 µM],-1%[9.22 µM],0.2%[11.4 µM]
O=C(CSc1ncn(-c2ccccc2)n1)N1CCN(c2ccccc2)CC1,-12%,-5%,-10%,3.1%
